NTR1 agonist: agonists of NTR1, primary screen, imaging, U2OS cells, beta-arrestin-GFP, high content (AID 493036); P30989; NTR1-U2OS beta-arrestin-GFP spot imaging, agonist mode; activation, % at 20 µM; 330,000 compounds, 0.17% hits;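 active means activation at or above 40% of the spot to cytoplasm intensity ratio, with at least 20 cells analyzed; inconclusive means wells under 20 cells, flagged as cytotoxic or low count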;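 further: 0% = DMSO without peptide and 100% = 100 nM NTR1 peptide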
Target sequence (P30989 whole entry, looked up): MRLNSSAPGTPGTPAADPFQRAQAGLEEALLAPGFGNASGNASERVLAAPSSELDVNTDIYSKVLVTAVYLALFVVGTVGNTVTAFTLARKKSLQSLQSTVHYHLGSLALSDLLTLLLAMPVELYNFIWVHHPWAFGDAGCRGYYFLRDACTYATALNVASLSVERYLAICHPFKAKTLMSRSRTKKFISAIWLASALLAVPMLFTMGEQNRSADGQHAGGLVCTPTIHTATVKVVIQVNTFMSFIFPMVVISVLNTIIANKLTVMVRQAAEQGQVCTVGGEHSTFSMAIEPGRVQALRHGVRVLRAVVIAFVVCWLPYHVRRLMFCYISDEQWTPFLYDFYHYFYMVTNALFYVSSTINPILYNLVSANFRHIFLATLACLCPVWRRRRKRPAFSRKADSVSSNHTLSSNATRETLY
GPR55 beta-arrestin: GPR55 agonists via beta-arrestin recruitment, primary screen, imaging, U2OS cells, beta-arrestin-GFP redistribution (AID 1961); activation, % at 10 µM; hits with a dose series show EC50 in µM; U2OS GPR55 beta-arrestin-GFP redistribution imaging; higher % means a stronger effect; 290,000 compounds, 0.048% hits;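 active means activation above 40% with more than 50 cells counted in the well; inconclusive means wells holding fewer than 50 cells, flagged as toxic or sparse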;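 further: U2OS osteosarcoma cells stably expressing GPR55 and beta-arrestin-GFP; plate controls were DMSO negative control for no effect and LPI positive control for full effect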
Rac1 GTP hydrolysis: MgcRacGAP GTPase-activating activity inhibitors, confirmation, biochemical, ADP Hunter fluorescence; MgcRacGAP-stimulated Rac1 GTP hydrolysis, ADP Hunter fluorescence; higher % means a stronger effect; GST-tagged Rac1 F28L mutant substrate; inhibition, % at 30 µM, or IC50 in µM where a hit was titrated; 340,000 compounds, 0.6% hits; AID 624330;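 active means first-screen hits whose inhibition reached a set limit at any dose in the follow-up dose series; inconclusive means inhibition above the set first-screen limit but never retested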;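 further: fluorescence reports GDP produced by GAP-driven GTP hydrolysis; strong numbers were not always called active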
T cell modulator: modulates CD8 T cell binding to vesicles; 2C CD8+ T cell-vesicle binding, flow cytometry; hits give low values; calls only at 7 µM; 330,000 compounds, 0.068% hits; AID 2052;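 active means response, share of CD8 T cells binding vesicles, and their 90th percentile fluorescence all below set limits, cut at about 80% in these data, passing the limit was not always enough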
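Test system: purified 2C TCR transgenic mouse naive CD8+ T cells. Probe or stimulus: QL9-peptide-loaded Drosophila micro-vesicles bearing Ld, ICAM-1 and B7-1. Incubation: binding step 1.5 h, 37 °C, antibody labelling 20 min, ice. Measured by: flow cytometry of vesicle-bound cells.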
GPR35 arrestin U2OS: GPR35 antagonists blocking zaprinast-driven arrestin recruitment, primary screen, imaging, U2OS, beta-arrestin-GFP, zaprinast agonist (AID 2058). U2OS GPR35 beta-arrestin-GFP translocation imaging, zaprinast antagonism; higher % means a stronger effect. inhibition, % at 10 µM; hits with a dose series show IC50 in µM. 290,000 compounds, 0.052% hits;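 active means inhibition of at least 50% with at least 30 cells and total cytoplasm GFP at most 10,000,000; inconclusive means under 30 cells or total GFP of 10,000,000 plus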
SV40 large T antigen: SV40 large T antigen inhibitors, biochemical (AID 1903); SV40 large T antigen ATPase/helicase inhibition assay; higher % means a stronger effect; one-dose inhibition, % at 20 µM; IC50 in µM for titrated hits; 310,000 compounds, 0.39% hits; in the data active means a potency from the dose series; inconclusive means inhibition mostly from about 32% at the one dose, without a potency; inactive means the rest, 99 in 100 with inhibition below about 32%; further: strong numbers were not always called active
GPR55 LPI antagonism: inhibition of LPI-stimulated GPR55 beta-arrestin translocation – imaging, U2OS, beta-arrestin-GFP, LPI agonist, primary screen (AID 2013); inhibition, % at 10 µM, or IC50 in µM where a hit was titrated; 290,000 compounds, 0.13% hits; U2OS GPR55 beta-arrestin-GFP translocation imaging, LPI antagonism; higher % means a stronger effect;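 active means spots per cell inhibited over 60%, with over 100 cells counted and total cytoplasm intensity under 500,000; inconclusive means wells with under 100 cells, flagged as likely toxic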;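 further: U2OS cells stably carrying GPR55 and arrestin-GFP stimulated by 5 µM LPI near EC80; imaged beta-arrestin-GFP aggregate spots per cell after agonist stimulation; plate controls were LPI-stimulated DMSO wells for no effect and DMSO wells without LPI for full effect; some results filed as inactive read as strong as hits; confirmed hits need IC50 under 10 µM and bright autofluorescent wells are also inconclusive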
LYP phosphatase: inhibitors of LYP phosphatase, biochemical, fluorescence intensity, uHTS (AID 1779); 290,000 compounds, 0.054% hits; recombinant LYP phosphatase, fluorescence intensity; higher % means a stronger effect; one-dose inhibition, % at 11.5 µM; IC50 in µM for titrated hits; in the data active means inhibition above about 50%;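 further: plate controls were vehicle with enzyme for no effect and no enzyme for full effect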
Lipid droplet: hepatic lipid droplet formation modulation; AML12 mouse hepatocytes, oleate lipid droplets, BODIPY imaging; inhibition, % at 6.5 µM; 240,000 compounds, 0.4% hits; AID 1656;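 active means lipid droplet intensity inhibited by at least 50%, with more than 500 cells counted; inconclusive means wells with under 300 cells, treated as cytotoxic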
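Assay system: AML12 mouse liver cells | Compound dosing: One dose, 6.5 µM compound | Read-out basis: Droplet intensity reduction, % inhibition | Measured by: Fluorescence imaging, 20x objective, two fields per well | Schedule: Overnight treatment with compound plus oleate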
Lipid droplet cells 6.5 µM: further read-out of Lipid droplet, marked with its call; cell count; measured here: cell count, cytotoxicity flag;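 cells counted across two imaged fields per well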
T cell modulator vesicle-bound %: further read-out of T cell modulator, marked with its call; double positive events, %; measured here: CD8+ vesicle-bound cell fraction;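 binding gate set so that unloaded-vesicle control wells show 10% double positive cells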
NTR1 agonist cell count 20 µM: second read-out of NTR1 agonist, no call of its own (marks repeat the call); cell count; measured here: cell count, cytotoxicity flag
* hit, by the source's call; i = inactive; ? = inconclusive; nt = no result given.

Values run as follows: NTR1 agonist	NTR1 agonist cell count 20 µM	GPR55 beta-arrestin	Rac1 GTP hydrolysis	T cell modulator	T cell modulator vesicle-bound %	GPR35 arrestin U2OS	SV40 large T antigen	GPR55 LPI antagonism	LYP phosphatase	Lipid droplet	Lipid droplet cells 6.5 µM
> Cc1ccc(CS(=O)(=O)c2ncn[nH]2)cc1
    0.9	48	-0.1%	5%	i	36	10%	5%	-8%	-3%	36	679
> CCCNC(=O)COC(=O)c1ccc(N2CCCC2)c([N+](=O)[O-])c1
    -0.4	48	-0.5%	-9%	i	19	-10%	7%	-1%	-2%	2	706
> COc1ccc(C(C(=O)NC2CCCCC2)N(C(=O)c2sc(C)nc2C)c2ccccc2C)cc1 (centres undefined)
    2.3	55	-0.1%	2%	i	50	20%	1%	2%	-3%	nt	nt
> Cc1ccc(S(=O)(=O)N(CC(=O)N(C(C)C)C(C)C)C(=O)N2CCN(C)CC2)cc1
    0.7	65	-0.1%	4%	i	42	8%	17%	7%	-4%	5	696
> CCN1C(=O)/C(=C\c2cccs2)C(C(=O)OC)=C1C
    0.8	60	-0.1%	4%	i	53	11%	12%	-2%	-4%	nt	nt
> Cc1cc(C(=O)C(=O)NC(C)C)c(C)n1-c1ccc([N+](=O)[O-])cc1
    -1.2	60	0.5%	-2%	i	18	9%	0%	-23%	-9%	nt	nt
> S=c1[nH]nc(-c2ccco2)n1/N=C/C(Cl)=C/c1ccccc1
    7.7	51	-0.1%	?	i	43	1%	24%	0%	6%	0	743
> CS(=O)(=O)N1CCN(c2ccc(NC(=O)c3cc4ccccc4o3)cc2)CC1
    0.7	72	-0.1%	3%	i	40	-4%	8%	-1%	-3%	1	855
> CCc1ccc2c(c1)C(c1ccc([N+](=O)[O-])cc1)=NNC(c1ccc(F)cc1)=N2
    10	80	0.5%	-5%	i	26	-3%	5%	14%	0%	13	644
> CCCCn1c(N)c(N(CC(C)C)C(=O)CCCc2nc3ccccc3s2)c(=O)[nH]c1=O
    -1.5	62	nt	5%	i	32	nt	8%	nt	nt	nt	nt
> O=C(O)c1ccc(/C=N/NC(=O)C2CC2(c2ccccc2)c2ccccc2)cc1 (centres undefined)
    -0.3	79	0.2%	nt	i	57	12%	3%	-3%	-1%	40	700
> Cc1ccc(C2CC(=O)Oc3cc(O)ccc32)cc1 (centres undefined)
    -1.9	70	0.1%	3%	i	31	-9%	8%	9%	11%	9	708
> CC(=O)N1N=C(c2ccncc2)CC1c1ccccc1O (centres undefined)
    0.4	48	-0.1%	8%	i	45	19%	14%	12%	-8%	-10	748
> O=C(Cc1ccccc1)NNC(=O)c1ccc(Br)o1
    0.0	62	0.0%	8%	nt	nt	-1%	nt	-8%	-3%	-16	829
> COc1ccccc1C1C=C(c2ccccc2)Nc2nnnn21 (centres undefined)
    2.2	82	0.2%	1%	i	45	5%	20%	-1%	-3%	4	745
> Cn1cnnc1Sc1ccc(/C=C/C(=O)c2ccc(O)cc2)cc1[N+](=O)[O-]
    18	87	-0.1%	-3%	i	59	-16%	5%	-4%	2%	-3	612
> O=C(CN1C(=O)CC(c2ccccc2)S(=O)(=O)c2ccccc21)N1CCCC1 (centres undefined)
    -1.1	29	0.3%	-3%	i	20	-8%	2%	3%	-6%	11	669
> CCOC(=O)C1CCN(C(=O)C(C)c2ccc([N+](=O)[O-])cc2)CC1 (centres undefined)
    -1.4	108	-0.4%	6%	i	55	1%	-3%	-11%	4%	3	668
> C=CCn1c(CCNC(=O)c2cccs2)nnc1SCC(=O)Nc1cccc(Cl)c1C
    -2.4	74	-0.2%	7%	i	46	11%	18%	2%	-8%	8	768
> COc1cc(C(=O)NC2CC(C)(C)CC(C)(C)C2)ccc1OC1CCN(C(C)=O)CC1
    -0.2	48	0.3%	7%	i	60	-6%	7%	2%	-12%	-6	839
> COC(=O)c1cn(NC(=O)Cc2ccc(OC)c(OC)c2)c(=O)c2ccccc12
    -1.8	58	0.1%	0%	i	7	-7%	21%	3%	1%	-9	673
> O=C(N/N=C/c1ccc([N+](=O)[O-])cc1)c1cccc2cc[nH]c12
    -0.8	50	-0.3%	1%	i	49	-2%	-5%	-1%	-3%	38	698
> CCCCn1c(SCC(=O)Nc2oc(C)c3c(C)n[nH]c(=O)c23)nc2cc(S(N)(=O)=O)ccc21
    0.0	69	nt	6%	i	42	nt	19%	nt	nt	nt	nt
> CC1=CN2C(=N)/C(=C/c3ccc(Sc4ccc(Cl)cc4)o3)C(=O)N=C2S1
    2.5	59	-0.2%	1%	i	32	-17%	5%	-4%	2%	-6	553
> Cc1ccc([N+](=O)[O-])cc1NC1OC(CO)C(O)C1O (centres undefined)
    1.1	44	-0.2%	5%	i	16	5%	-3%	17%	-4%	3	635
> COc1cccc(-n2nnnc2SCC(=O)Nc2cccc(NC(C)=O)c2)c1
    0.5	39	0.3%	1%	i	15	-8%	2%	5%	-3%	nt	nt
> CC(=O)O[C@@H]1[C@@H](OC(C)=O)[C@H](n2ccc3cc([N+](=O)[O-])ccc32)OC[C@@H]1OC(C)=O
    -1.0	63	nt	2%	i	33	nt	8%	nt	nt	nt	nt
> Cc1cc(C)c(S(C)(=O)=O)c(Oc2cccc(C(F)(F)F)c2)n1
    -0.2	25	-0.1%	-5%	i	37	0%	12%	-1%	-5%	-24	730
> CCN1CCN(c2cc(C)c3cc(NC(=O)c4ccc(Br)o4)ccc3n2)CC1
    0.7	81	-0.1%	13%	i	21	-17%	5%	-18%	4%	nt	nt
> CCCCC(=O)Nc1nnc(CCOC)s1
    -0.5	78	-0.1%	-3%	i	57	1%	4%	-3%	-5%	-28	548
> CCN(CC)c1ccc2c(C)c(Cl)c(=O)oc2c1
    0.9	39	0.0%	6%	i	9	8%	3%	5%	-14%	4	745
> CCCCNc1c(N)n(CCC)c(=O)[nH]c1=O
    0.0	51	-0.4%	-1%	i	16	-8%	-1%	5%	-7%	-5	690
> CCOC(=O)C1C(c2ccc3c(c2)OCO3)NC(=O)NC1(O)C(F)(F)F (centres undefined)
    -2.0	49	-0.1%	11%	i	43	-6%	-1%	-11%	2%	4	764
> CN(CC(=O)Nc1ccc(S(=O)(=O)N2CCCC2)cc1)Cc1ccc(Cl)cc1
    3.9	58	0.9%	6%	i	36	0%	11%	11%	1%	-23	616
> CC(=O)Cn1c(=O)oc2ccccc21
    1.4	54	0.2%	-2%	i	34	3%	14%	5%	-10%	-12	561
> COc1ccc(/C=C2/CCc3ccccc3C2=O)cc1CN1CCOCC1
    0.8	73	0.0%	7%	i	36	-9%	2%	4%	-4%	-15	749
> CCOC(=O)c1ccc(NC(=O)NCc2ccc(OC)cc2)cc1
    0.1	86	0.2%	8%	i	29	-15%	0%	-5%	1%	-12	632
> O=C(Cc1cccc(F)c1)Nc1ccc2c(c1)CCC2
    1.0	45	2.7%	7%	i	19	3%	3%	4%	-10%	-1	804
> CC(=O)N1N=C(c2ccc(Cl)cc2)OC1(C)C
    0.2	50	0.1%	-2%	i	48	-7%	16%	8%	-4%	3	563
> COc1ccc(CN=C2NC(=O)CC(C(=O)Nc3ccc([N+](=O)[O-])cc3C)S2)cc1 (centres undefined)
    nt	nt	0.1%	11%	nt	nt	nt	8%	11%	-1%	-9	650
> COc1ccc(NC(=O)Nc2ccc3nccnc3c2)cc1
    -0.9	47	0.2%	8%	i	58	-3%	15%	-1%	-9%	nt	nt
> COc1ccc(-n2ccn(CC(=O)Nc3ccc(OC)cc3OC)c(=O)c2=O)cc1
    0.1	83	-0.3%	-32%	i	11	1%	18%	8%	-11%	10	706
> O=C(c1ccco1)N(Cc1cccs1)C1CCS(=O)(=O)C1 (centres undefined)
    3.1	48	-0.1%	0%	i	39	3%	2%	0%	-3%	0	780
> COc1ccc(NC(=O)CCCC2=NS(=O)(=O)c3ccccc3N2)cc1
    -1.8	78	-0.2%	10%	i	52	8%	4%	4%	7%	10	801
> CCOc1cc(S(=O)(=O)NC2CCCC2)ccc1Cl
    0.5	54	0.6%	9%	i	28	8%	3%	8%	-1%	-18	604
> O=S1(=O)NC(=NC2CCCCCC2)c2ccccc21
    -0.6	53	-0.2%	-1%	i	17	-8%	-2%	9%	-4%	1	706
> CCOC(=O)c1ccc(Oc2nc(OC)cc(OC)n2)cc1
    -2.4	64	0.4%	2%	i	65	-1%	-2%	5%	-3%	-9	721
> Cc1ccc(-n2c(SCC(=O)NCCN3C(=O)CSC3=O)nnc2-c2cccc(C)c2)cc1
    -1.6	40	0.1%	7%	i	25	-6%	9%	-3%	-4%	7	612
> COc1ccc(CNCC(O)(c2ccc(F)cc2)c2ccc(F)cc2)cc1OC
    0.8	90	1.1%	-2%	i	51	4%	6%	-2%	0%	-22	785
> CCCCN1C(=O)C(=O)N(CC(=O)NC2CCCc3ccccc32)C1=O (centres undefined)
    -1.1	32	0.8%	6%	i	15	1%	8%	-13%	0%	-2	700
> COc1ccccc1-c1noc(CCCC(=O)NC2CCCC2)n1
    0.6	61	0.7%	5%	i	40	18%	5%	-4%	-4%	14	843
> COc1ccc(CC(=O)NC2=NCCS2)cc1
    -3.5	63	0.0%	12%	i	33	-6%	9%	10%	-9%	-4	737

Bioassay records deposited in PubChem by several laboratories.
